Compound activity deposited in PubChem BioAssay by several laboratories.
TRPC6 activator: mouse TRPC6 channel activators, primary screen, cell-based, HEK293, membrane potential dye; HEK293-TRPC6 membrane potential dye fluorescence; stronger effect = higher value; Short transient receptor potential channel 6 (Mus musculus), Q61143; actives 0.13% (n = 310,000); B-score at 10 µM;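 active means B-score of the integrated fluorescence ratio above library mean plus 3 SD, and starting fluorescence ratio within library mean plus 5 SD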;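 further: higher score means more depolarization so channel activation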
Target sequence (Q61143 whole entry, looked up): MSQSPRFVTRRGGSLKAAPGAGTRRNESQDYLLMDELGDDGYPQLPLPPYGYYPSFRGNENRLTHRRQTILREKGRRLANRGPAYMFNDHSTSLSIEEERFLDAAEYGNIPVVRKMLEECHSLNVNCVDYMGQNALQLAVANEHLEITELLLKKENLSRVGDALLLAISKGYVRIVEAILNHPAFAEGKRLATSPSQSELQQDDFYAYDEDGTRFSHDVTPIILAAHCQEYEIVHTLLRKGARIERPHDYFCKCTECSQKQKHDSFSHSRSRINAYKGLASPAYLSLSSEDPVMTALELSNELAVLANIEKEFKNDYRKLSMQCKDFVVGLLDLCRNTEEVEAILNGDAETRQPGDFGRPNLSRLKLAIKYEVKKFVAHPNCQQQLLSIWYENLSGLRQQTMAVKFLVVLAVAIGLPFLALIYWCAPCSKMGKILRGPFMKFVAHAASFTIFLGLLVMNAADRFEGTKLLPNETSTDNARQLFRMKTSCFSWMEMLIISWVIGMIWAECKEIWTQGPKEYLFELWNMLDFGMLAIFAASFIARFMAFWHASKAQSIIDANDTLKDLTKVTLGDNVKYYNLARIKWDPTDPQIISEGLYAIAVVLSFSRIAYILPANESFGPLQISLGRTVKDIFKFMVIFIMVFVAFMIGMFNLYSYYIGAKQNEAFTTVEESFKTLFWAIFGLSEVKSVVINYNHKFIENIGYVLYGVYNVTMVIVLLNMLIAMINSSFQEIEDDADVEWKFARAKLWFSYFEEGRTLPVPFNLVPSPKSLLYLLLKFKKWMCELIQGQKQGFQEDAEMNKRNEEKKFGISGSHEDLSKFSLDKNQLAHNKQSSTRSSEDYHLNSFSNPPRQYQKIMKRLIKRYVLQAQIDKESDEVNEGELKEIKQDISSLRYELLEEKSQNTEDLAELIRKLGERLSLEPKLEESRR
RGS4 block: RGS4 inhibitors, primary screen, cell-based, HEK293 M3R inducible RGS4, calcium flux. actives 0.45% (n = 310,000). Regulator of G-protein signaling 4 (Homo sapiens), P49798. Fluo-4 calcium flux; stronger effect = higher value; triggered by carbachol at its EC20. AID 463165, 2010. B-score at 10 µM;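 active means B-score, a plate-corrected calcium signal, over three deviations above library mean, with baseline fluorescence within five deviations of library mean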;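 further: RGS4 expression induced by doxycycline in cells with stable M3 receptor; B-score is computed from the integrated fluorescence ratio over baseline after carbachol; higher B-score means a larger calcium signal and so more RGS4 inhibition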
Target sequence (P49798 whole entry, looked up): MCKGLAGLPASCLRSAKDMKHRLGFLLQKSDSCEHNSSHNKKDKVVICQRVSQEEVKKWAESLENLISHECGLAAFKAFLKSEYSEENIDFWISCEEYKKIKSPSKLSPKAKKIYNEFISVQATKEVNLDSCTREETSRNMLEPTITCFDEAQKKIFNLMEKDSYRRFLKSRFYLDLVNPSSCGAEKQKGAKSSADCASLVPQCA
Platelet DG rel: inhibitors of platelet dense granule secretion, primary screen, cell-based, MLPCN, human platelets; human platelet-rich plasma, SFLLRN dense granule ATP release, luminescence; inhibition, %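 (compounds screened at 7.5 µM in platelet-rich plasma)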; actives 0.22% (n = 300,000);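 active means mean replicate score, as percent of positive control, at or above 50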
TRPC6 inh: mouse TRPC6 channel inhibitors, primary screen, cell-based, HEK293, membrane potential dye; Short transient receptor potential channel 6 (Mus musculus), Q61143; ACh-evoked depolarization; stronger effect = lower value; B-score at 10 µM; actives 1.1% (n = 310,000); AID 2553, 2010;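 active means B-score under library mean minus 3 SD, initial fluorescence not abnormally high, positive integrated signal ratio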;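 further: B-score derived from integrated fluorescence ratio over the kinetic read; more negative B-score means stronger inhibition of depolarization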
HIF act: HIF pathway transcriptional activators, primary screen, cell-based, U2OS HRE-luciferase, luminescence; activation, % at 7.5 µM (by protocol); U2OS HRE-luciferase reporter; normalized: DMSO 0%, desferrioxamine 100%; actives 0.32% (n = 300,000); AID 1910, 2009;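 active means mean activation of at least 10% of the iron chelator positive control signal, with at least half of replicates also reaching 10%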
MrgX1 agonist: agonists of human MrgX1 receptor, primary screen, HEK293 cells, Fluo-4 calcium flux. B-score at 10 µM. actives 0.44% (n = 310,000). Mas-related G-protein coupled receptor member X1 (Homo sapiens), Q96LB2. Fluo-4 calcium fluorescence, agonist mode; stronger effect = higher value;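 active means calcium response B-score plate-corrected fluorescence ratio at least 3 library SD, with starting fluorescence B-score inside 5 SD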
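System – MrgX1-expressing HEK293 cells · Incubation – cells plated overnight, dye loaded 0.5 h 37 °C, 0.5 h room temperature · Technique – kinetic Fluo-4 NW fluorescence of intracellular calcium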
MrgX1 PAM: positive allosteric modulators of MrgX1, primary screen, HEK293 cells, Fluo-4 calcium flux; actives 0.63% (n = 310,000); Mas-related G-protein coupled receptor member X1 (Homo sapiens), Q96LB2; FDSS; stronger effect = higher value; B-score at 10 µM;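 active means plate-corrected calcium response at least 3 library SD above typical, normal starting fluorescence, not activating the receptor alone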;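 further: compound read alongside a low EC10 to EC30 dose of BAM8-22 agonist; peak minus trough fluorescence over baseline measured at the second addition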
RGS4 act: RGS4 potentiators or activators, primary screen, cell-based, HEK293 M3R inducible RGS4, calcium flux; actives 0.92% (n = 310,000); carbachol calcium flux Fluo4; stronger effect = lower value; B-score at 10 µM;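 active means B-score of the integrated calcium signal more than 4 SD below the library mean, with starting fluorescence not abnormally high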;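 further: negative B-score means reduced calcium response which marks RGS4 activation or potentiation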
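Assay system: HEK293 FlpIn-TREx cells, stable M3R, doxycycline-inducible RGS4 / Probe or stimulus: carbachol, ECmax concentration / Times: overnight RGS4 induction, 30 min dye load 37 °C, 20 min compound RT / Signal: kinetic calcium fluorescence imaging with Fluo4-AM dye, 2 µM / Measure: Agonist-evoked peak-minus-minimum fluorescence over baseline, integrated ratio, B score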
SKKanGAS inh: S. pyogenes SKKanGAS growth inhibitors in kanamycin, primary screen, streptokinase expression inhibitor project, SKKanGAS strain, BacTiter-Glo luminescence. 6 h. inhibition, % at 7.5 µM. actives 1.3% (n = 300,000);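 active means mean replicate score, as percent of positive control median, at least 50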;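 further: strain carries kanamycin resistance gene driven by streptokinase promoter and grows in 40 µg/ml kanamycin; loss of luminescence reflects streptokinase promoter inhibition or plain growth inhibition; 0% = median of DMSO wells and 100% = positive control at its reference dose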
MrgX1 antag: antagonists of human MrgX1 receptor, primary screen, HEK293 cells, Fluo-4 calcium flux | BAM8-22 antagonism; stronger effect = lower value | Mas-related G-protein coupled receptor member X1 (Homo sapiens), Q96LB2 | actives 1.3% (n = 310,000) | B-score at 10 µM;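 active means calcium-response B-score plate-corrected more than 3 library SD below zero, starting fluorescence within 5 deviations, no agonist response on first addition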;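 further: peak minus trough fluorescence over baseline after final BAM8-22 challenge near maximal dose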
TRPC4 inh: inhibitors of mouse TRPC4 channel, primary screen, Fluo4 calcium, HEK293 TRPC4beta/mu-opioid cells | DAMGO-evoked Fluo4 calcium flux; stronger effect = lower value | AID 2247, 2010 | actives 0.39% (n = 300,000) | B-score at 10 µM;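 active means B-score over 3 SD under the library average, no early fluorescence shift, positive overall ratio signal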
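Material: HEK293 cells with stable TRPC4beta plus mu-opioid receptor expression / Probe or stimulus: DAMGO in two steps, submaximal then maximal / Compound: single concentration per test compound / Technique: kinetic Fluo4 fluorescence imaging of calcium influx / Read-out: per-well B score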
An asterisk follows results filed as active; i = inactive; . = no result given.

SMILES	TRPC6 activator	RGS4 block	Platelet DG rel	TRPC6 inh	HIF act	MrgX1 agonist	MrgX1 PAM	RGS4 act	SKKanGAS inh	MrgX1 antag	TRPC4 inh
Clc1ccc2nc(N3CCCCC3)sc2c1	i	i	-3	i	1.7	i	i	i	-8	i	i
COc1cccc(CN2CCNC(=O)C2CC(=O)NCCCC2CCCC2)c1OC (stereo not drawn)	i	i	17	i	0.4	i	i	i	5	i	i
Cn1cc([N+](=O)[O-])c(C(=O)N2CCCCCC2)n1	i	i	7	i	-0.2	i	i	i	-4	i	i
COc1cc(/C=N\NC(=O)c2c(C)nc3cc(C)ccn23)ccc1O	i	i	0	i	0.1	i	i	i	5	i	i
Cc1cc(C(=O)Nc2ccc(C(=O)O)cc2)c(C)o1	i	i	-2	i	-0.1	i	i	i	6	i	i
CC1CN(CC(=O)Nc2cc(S(=O)(=O)N3CCCC3)ccc2Cl)CC(C)O1 (stereo not drawn)	i	i	-16	i	-0.4	i	i	i	-8	i	i
COc1ccc(C(=O)N/N=C(\C)CC(=O)Nc2ccc(N(C)C)cc2)c(OC)c1	i	i	-3	i	0.3	i	i	i	8	i	i
COc1cc(/C=C2/C(=N)N3C=CSC3=NC2=O)ccc1OCCCOc1cc(C)ccc1C	i	i	-6	i	-0.3	i	i	i	10	i	i
Cc1ccc(NC(=O)Nc2ccccc2)nc1	i	i	2	i	4.3	i	i	i	-3	i	i
OC1(c2cccnc2)CCN(Cc2nnnn2Cc2ccccc2)CC1	i	i	1	i	0.3	i	i	i	-4	i	i
Cc1c(Br)ccc(NC(=O)Cn2nc(-c3cccs3)ccc2=O)c1C	i	i	-26	i	0.1	i	i	i	-5	i	i
CCC1COC(c2cccn2Cc2ccccc2Cl)=N1 (stereo not drawn)	i	i	0	i	-0.2	i	i	i	7	i	i
CCc1nc(Sc2nnnn2-c2ccccc2)c2c3c(sc2n1)CCCC3	i	i	-2	i	0.0	i	i	i	1	i	i
CC12CCC(c3n[nH]c(=S)nc31)C2(C)C (stereo not drawn)	i	i	4	i	0.5	i	i	i	-2	i	i
COc1cc(C(=O)OCCNC(=O)c2ccccc2)cc(OC)c1OC	i	i	-10	i	1.7	i	i	i	-1	i	i
N#Cc1cccc(N=Cc2c(O)ccc3ccccc23)c1	i	i	14	i	0.2	i	i	i	10	i	i
CCOC(=O)N1CCN(C(=O)CN(Cc2ccccc2)S(=O)(=O)c2ccc(OC)c(C)c2)CC1	i	i	6	i	0.0	i	i	i	-4	i	i
COc1cc(C)ccc1OCc1cc(C(=O)N2CCCCCC2)no1	i	i	-11	i	-0.9	.	.	i	-5	.	i
CC(=O)Nc1ccc(NC(=O)c2c(C)nn(Cc3ccccc3Cl)c2C)cc1	i	i	1	i	0.0	i	i	i	5	i	i
CCN(CC(=O)NC(C)(C)C)Cc1nc2c(Br)cc(Br)cc2c(=O)[nH]1	i	i	8	i	0.1	i	i	i	51*	i	i
O=C(CSc1ncnc2ccccc12)Nc1ccc2c(c1)OCCO2	i	i	9	i	0.6	i	i	i	0	i	i
O=C(Nc1cc(=O)c2ccccc2o1)N1CCOCC1	i	i	10	i	0.7	i	i	i	.	i	i
O=C(Nc1cccc2c1CCCC2)c1ccccc1Br	i	i	-2	i	-1.1	i	i	i	8	i	i
O=C(CSc1nc(-c2ccc(F)cc2)cs1)NCCN1C(=O)CSC1=O	i	i	-53	i	0.4	i	i	i	-3	i	i
COc1ccc(C2OCC3(CO2)SC(N)=NC3=O)cc1 (stereo not drawn)	i	i	0	i	.	i	i	i	4	i	i
CC(C)Nc1ccc(C(CC(N)=O)NC(=O)Cc2ccc(Cl)cc2)cc1[N+](=O)[O-] (stereo not drawn)	i	i	-6	i	0.2	i	i	i	1	i	i
CC(=O)C1=C(O)CC(C)(C)CC1=NCc1nc2ccccc2[nH]1	i	i	-9	i	-0.4	i	i	i	1	i	i
CC(C)N(CCNC(=O)C1CCCN(c2ncnc3c2nc2n3CCCCC2)C1)Cc1ccccc1 (stereo not drawn)	i	i	4	i	-0.4	i	i	i	0	i	i
COc1ccc(C(C(=O)NCC2CCCO2)N(C(=O)CNC(=O)c2cccs2)c2ccccc2C)cc1OC (stereo not drawn)	i	i	-2	i	1.0	i	i	i	3	i	i
CCOc1cc(S(=O)(=O)Nc2ccc(CC)cc2)ccc1Cl	i	i	-10	i	0.3	i	i	i	2	i	i
O=C(CN1CCOCC1)Nc1ccc(C2CCCCC2)cc1	i	i	-3	i	1.3	i	i	i	-6	i	i
Cn1c(O)c(N=NC(=O)Cn2ccc(C(F)(F)F)n2)c2ccccc21	i	i	-9	i	-0.5	i	i	i	-12	-6.3*	i
COc1ccc(CNC(=O)C2CCC(=O)N(CCCN3CCCC3=O)C2)c(OC)c1 (stereo not drawn)	i	i	4	i	0.5	i	i	i	-10	i	i
CCc1c(C(=O)N/N=C/c2ccsc2)csc1C	i	i	7	i	0.8	i	i	i	1	i	i
CCCN(CC(=O)Nc1ccccc1OC)C(=O)C1CCCC1	i	i	-8	i	0.9	i	i	i	11	i	i
Cc1ccccc1NC(=O)CCc1nnc2ccc(N3CCC4(CC3)OCCO4)nn12	i	i	-7	i	-0.7	i	i	i	-9	i	i
CC(C)c1[nH]nc2c1C1(CCN(Cc3ccccc3)CC1)C(C#N)=C(N)O2	i	i	-4	i	-0.7	i	i	i	0	i	i
CN(c1ccccc1)S(=O)(=O)c1ccc(Cl)c(C(=O)NCCc2c[nH]c3ccccc23)c1	i	i	1	i	0.1	i	i	i	5	i	i
Cc1c(C(=O)N2CCCC2)c(S(=O)(=O)NCCc2ccccc2)c(C)n1C	i	i	-37	i	0.0	i	i	i	-2	i	i
COCCN(Cc1cc2cc3c(cc2nc1Cl)OCO3)C(C)=O	i	i	0	i	0.2	i	i	i	-1	i	i
Cc1ccc(NC(=O)NC2=NN(c3ccccc3)C(=O)/C2=C2/CCCN2C)cc1	i	i	9	i	1.5	i	i	i	5	i	i
CCc1nc2cc(Cl)c(Cl)cc2nc1CC	i	i	-9	i	0.1	i	i	i	4	i	i
CCOC(=O)C1CCCN(C(=O)c2ccc(C)c(NC(=O)C3=C(C)OCCS3)c2)C1 (stereo not drawn)	i	i	6	i	-0.1	i	i	i	4	i	i
O=C(Oc1ccc(F)cc1)c1cccnc1	i	i	0	i	1.0	i	i	i	-3	i	i
Cc1cccc(C(=O)NNC(=O)c2cccc([N+](=O)[O-])c2)c1	i	i	-3	i	0.1	i	i	i	-13	i	i
Cc1ccc(-n2nc(C)c3c(C)c(CCC(=O)NCc4ccco4)c(C)nc32)cc1	i	i	20	i	0.0	i	i	i	3	i	i
Cc1cc2nc3n(c2cc1C)CC1CC(C(=O)NCc2ccccc2)N(C)C31 (stereo not drawn)	i	i	-3	i	-0.2	i	i	i	-4	i	i
COc1cc(-n2c(=O)c3ccccc3n(CC(=O)c3ccccc3)c2=O)cc(OC)c1OC	i	i	-5	i	-0.2	i	i	i	-18	i	i

Of the compounds above, these contain a furan ring, fused or not:
SMILES	TRPC6 activator	RGS4 block	Platelet DG rel	TRPC6 inh	HIF act	MrgX1 agonist	MrgX1 PAM	RGS4 act	SKKanGAS inh	MrgX1 antag	TRPC4 inh
Cc1cc(C(=O)Nc2ccc(C(=O)O)cc2)c(C)o1	i	i	-2	i	-0.1	i	i	i	6	i	i
Cc1ccc(-n2nc(C)c3c(C)c(CCC(=O)NCc4ccco4)c(C)nc32)cc1	i	i	20	i	0.0	i	i	i	3	i	i

The list goes on:
SMILES	TRPC6 activator	RGS4 block	Platelet DG rel	TRPC6 inh	HIF act	MrgX1 agonist	MrgX1 PAM	RGS4 act	SKKanGAS inh	MrgX1 antag	TRPC4 inh
COc1ccc(C2CC(c3ccc(Br)cc3)=NN2C(=O)CSC2=NN3CCCC(=O)N=C3S2)cc1 (stereo not drawn)	i	i	5	i	-0.6	i	i	i	-4	i	i
CCOC(=O)N1CCN(Cc2nc(N)nc(Nc3ccc(C)cc3)n2)CC1	i	i	6	i	0.2	i	i	i	-1	i	i
CS(=O)(=O)NNC(=O)c1csc(Cc2c(Cl)sc3ccc(Cl)cc23)n1	i	i	1	i	-0.2	i	i	i	3	i	i
Cc1nnc(NC(=O)c2ccc(S(=O)(=O)N3CCCCC3C)cc2)o1 (stereo not drawn)	i	i	-5	i	0.3	i	i	i	12	i	i
CCOc1ccc(OCC)c(NC(=O)C2COc3ccccc3O2)c1 (stereo not drawn)	i	i	0	i	-0.5	i	i	i	-10	i	i
O=C(Nc1ccc(OC(F)(F)F)cc1)c1cnccn1	i	i	-4	i	0.2	i	i	i	1	i	i
O=C(NC(=S)NCC1CCCO1)C(c1ccccc1)c1ccccc1 (stereo not drawn)	i	i	4	i	0.3	i	i	i	7	i	i
O=C1CC(N2CCN(C/C=C/c3ccccc3)CC2)C(=O)N1CCc1ccccc1 (stereo not drawn)	i	i	11	i	-0.1	i	i	i	-2	i	i
Cc1cccc2c1N(C(=O)CN1C(=O)c3ccccc3C1=O)C(C)(C)c1ssc(=S)c1-2	i	i	0	i	-0.2	i	i	i	35	i	i
O=c1oc(-c2cccs2)nc2sc3c(c12)CCCCC3	i	i	4	i	1.3	i	i	i	-1	i	i
Cn1c(=O)cc(Nc2ccccc2)[nH]c1=O	i	i	6	i	0.4	i	i	i	6	i	i
COc1ccc(-c2csc(Nc3cccnc3)n2)cc1OC	i	i	4	i	1.8	i	i	i	-13	i	i
CCCNc1nc2ccccc2n2c(C)nnc12	i	i	-8	i	1.8	i	i	i	-1	i	-6*
CC(Nc1nc(-c2ccc(Cl)cc2)cs1)c1nc2cc(Cl)c(N3CCCCC3)cc2n1CCOCCO (stereo not drawn)	i	i	-2	i	-0.2	i	i	i	41	i	i

An unsorted share of the library. Share with any hit: about 6.1%.
